Screening data (PubChem)
FEN1 inh – human FEN1 inhibition. Potency, µM (doses to about 114 µM), for the others: at the highest dose activity change, negative = inhibition, actives largely listed as inhibitors. AID 588795. Recombinant FEN1 flap cleavage, fluorescence, 15 min. hit rate 0.35% among 390,000; note: nearly all actives have a fitted effect of over 65% in size
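With each library titrated from low to high concentration, compounds met 10 nM FEN1 for 15 min at room temperature before 50 nM substrate was added; readings at 0 and 15 min fed four-parameter Hill curve fits.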
GCN5L2 inh – GCN5L2 (KAT2A) acetyltransferase inhibition; GCN5L2 HAT assay, ThioGlo1 CoA-SH fluorescence; Potency, µM (series often up to 58.9 µM), for the others: top-dose activity change, negative = inhibition, actives largely listed as inhibitors; hit rate 0.21% among 390,000; AID 504327
Target sequence (Q92830 whole entry, looked up): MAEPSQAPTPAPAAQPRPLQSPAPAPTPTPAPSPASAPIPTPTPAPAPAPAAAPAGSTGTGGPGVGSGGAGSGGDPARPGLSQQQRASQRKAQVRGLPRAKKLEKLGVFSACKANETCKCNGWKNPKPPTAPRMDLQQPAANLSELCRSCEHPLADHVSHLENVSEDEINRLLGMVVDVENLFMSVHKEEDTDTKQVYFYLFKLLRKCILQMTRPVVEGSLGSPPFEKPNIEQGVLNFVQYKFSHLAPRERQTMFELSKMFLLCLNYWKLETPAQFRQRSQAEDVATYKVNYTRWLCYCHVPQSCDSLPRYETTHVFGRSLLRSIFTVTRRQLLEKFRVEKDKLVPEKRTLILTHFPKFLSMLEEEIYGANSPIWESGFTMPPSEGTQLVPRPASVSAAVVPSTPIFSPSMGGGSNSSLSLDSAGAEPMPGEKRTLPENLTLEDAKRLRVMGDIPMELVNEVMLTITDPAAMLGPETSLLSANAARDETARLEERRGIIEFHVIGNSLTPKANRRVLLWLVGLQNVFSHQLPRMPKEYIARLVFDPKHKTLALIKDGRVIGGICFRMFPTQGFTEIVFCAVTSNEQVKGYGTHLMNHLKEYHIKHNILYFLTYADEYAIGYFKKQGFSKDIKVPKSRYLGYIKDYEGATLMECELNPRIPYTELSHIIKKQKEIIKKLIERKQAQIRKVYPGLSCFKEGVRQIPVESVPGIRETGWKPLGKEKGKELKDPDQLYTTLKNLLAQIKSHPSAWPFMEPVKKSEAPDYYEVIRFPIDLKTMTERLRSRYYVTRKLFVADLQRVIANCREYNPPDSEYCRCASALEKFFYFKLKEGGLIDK
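Preincubate 20nM GCN5L2 with compound 15 min, RT → add 50uM ThioGlo1 + 75uM H3(1-25) + 70uM acetyl-CoA → read fluorescence 0 and 20 min. Primary qHTS; fluorescent artifacts likely.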
N370S GC mod – inhibits or activates N370S mutant glucocerebrosidase; P04062; N370S GC spleen homogenate, 4MU-glucoside fluorescence; Potency, µM (titrated, usually from 59.4 µM), for the others: at the top dose activity change, negative = inhibition, actives largely listed as inhibitors; hit rate 0.092% among 330,000;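 note: 0% = full enzyme activity and -100% = no enzyme basal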
Active calls of the source: *; u = inconclusive; x = not tested or not shown; & = joins results of further samples; [ ] = another dose, or the depositor's remark. Calls come from the whole dose curve; as a rule, active = well fitted curve in the direction sought with a large enough effect; inconclusive = small, poorly fitted or top-dose-only effect, or another doubt; inactive = no such curve, though single readings can be large; an effect the other way counts as inactive or inconclusive. Unless noted, % is set by controls: 0 for no effect and ±100 for the full control effect; potency is the fitted concentration of half-maximal effect. Some of the compounds tested, so the mix of outcomes need not match the whole.

molecule	GCN5L2 inh	FEN1 inh	N370S GC mod
COc1ccc(-c2csc(N3CCN(S(=O)(=O)c4ccc5c(c4)NC(=O)CO5)CC3)n2)cc1	-23%	-17%	-8%
O=C(c1ccccc1)N(Cc1cccnc1)C1(C(=O)Nc2ccccc2)CCCCC1	1%	-1%	7%
COc1ccc2c(c1)[nH]c1c(=O)n(Cc3ccccn3)cnc12	0%	-2%	-2%
COc1ccc([N+](=O)[O-])cc1NC(=O)CSc1ccccc1	-5%	-5%	12%
CCC(=O)Oc1ccc(C(=O)Nc2cccc(C(=O)NCC(C)C)c2)cc1	3%	2%	-3%
Fc1ccc(CNC(=S)Nc2cccc(C(F)(F)F)c2)cc1	-3%	-14%	-14%
C#CCSc1nnnn1-c1cccc(Cl)c1	0%	-10%	-15%
NC(=O)c1cc([N+](=O)[O-])cc2c1C=Cc1ccccc1O2	2%	-1%	-9%
CC(C)N(C)NC(=S)Nc1ccccc1	1%	7%	3%
C(=N\Nc1nc2ccccc2[nH]1)/c1cccc2nccnc12	-7%	-2%	-3%
Cc1ccc(N2C(=O)c3ccc(C(=O)Nc4cccnc4)cc3C2=O)c(C)c1	-8%	-4%	-9%
CC(C)c1ccc(/C=N/Nc2cc(N3CCOCC3)nc(N3CCOCC3)n2)cc1	-5%	0%	-12%
Cc1cc(C)n(S(=O)(=O)c2cc(Cl)ccc2Cl)n1	-6%	-1%	4%
Cc1ccc(/C=C/S(=O)(=O)NCCC(=O)NCc2ccccc2F)cc1	-4%	9%	x
Cc1noc(C)c1S(=O)(=O)N(C)C[C@H]1Oc2ccc(NS(=O)(=O)c3ccc(F)cc3)cc2C(=O)N([C@H](C)CO)C[C@@H]1C	-4%	17%	x
CC(=O)c1c(C)nn(C(=O)c2cccs2)c1C	-4%	22%	4%
COc1ccc(C(C(=O)NC2CCCC2)N(C(=O)c2ccco2)c2ccc(OC)c(OC)c2)cc1 (stereo unspecified)	4%	-11%	4%
O=C(NC1CCC(O)CC1)c1cccnc1Sc1ccccc1Cl (stereo unspecified)	-2%	0%	-2%
CN(c1ccccc1)S(=O)(=O)c1ccc2c(c1)OCCO2	-1%	11%	x
Cc1nn2cc(-c3ccc(Cl)cc3)cnc2c1Br	-5%	-1%	14%

Other entries follow:
molecule	GCN5L2 inh	FEN1 inh	N370S GC mod
CCc1c(C)c(C#N)c2nc3ccccc3n2c1Nc1c(C)n(C)n(-c2ccccc2)c1=O	-2%	3%	10%
CC(C)N1CC=C2C(C#N)=C(N)C(C#N)(C#N)C(c3ccccc3)C2C1 (stereo unspecified)	-3%	3%	3%
Cn1c(N)c(C(=O)COC(=O)/C=C/c2ccccc2)c(=O)n(C)c1=O	4%	1%	x
COc1cc2c(cc1OC)CN(CC(=O)Nc1ccccc1C#N)CC2	-4%	1%	5%
CC(C)CN(C(=O)COC(=O)CCc1c[nH]c2ccccc12)C1CCS(=O)(=O)C1 (stereo unspecified)	-11%	-3%	-7%
O=C(NC1CCCCCC1)C1CCN(C(=O)c2ccc(Br)cc2)CC1	-28%	19%	-7%
CC(=O)Nc1ccn(C2CC3OCC(NC(=O)C(NC(=O)OC(C)(C)C)C(C)OCc4ccccc4)C3O2)c(=O)n1 (stereo unspecified)	x	-10%	-3%
CN(C)c1ccc(C(CNC(=O)c2ccccc2Cl)N2CCCC2)cc1 (stereo unspecified)	28%	-5%	x
C=C(C)C1CC=C(C)/C(=N/NC(=O)COc2cccc(C)c2)C1 (stereo unspecified)	-3%	-12%	20%
COc1cc(C(=S)N(C)C)ccc1O	-6%	8%	-19%
O=C(CSc1nc2[nH]ncc2c(=O)n1-c1ccc(Cl)c(Cl)c1)NCc1ccccc1Cl	-18%	-26%	-19%
COCCn1cc(C(=O)N2CCCC(C)C2)c2c3ccccc3n(C)c2c1=O (stereo unspecified)	-11%	14%	20%
O=c1c2ccccc2ncn1Cc1nc2ccccc2s1	-2%	-6%	4%
CCOC(=O)CC1C(=O)NCCN1c1nc2ccc(C)cn2c(=O)c1/C=C1\SC(=S)N(C(C)CC)C1=O (stereo unspecified)	-27%	x	17%
Cc1cc(C)c2cc(C(c3nnnn3C3CCCC3)N3CCOCC3)c(=O)[nH]c2c1 (stereo unspecified)	-17%	-4%	25%
CN(Cc1ccccc1)C(=O)CN(c1ccccc1Cl)S(C)(=O)=O	-14%	16%	3%
CC(OC(=O)C1CCCC1)C(=O)Nc1ccc(S(N)(=O)=O)cc1 (stereo unspecified)	-14%	-4%	-18%
COc1cc(NC(=S)NN2CCN(C)CC2)cc(OC)c1	-9%	46%[activator]	-13%
COc1ccc(NS(=O)(=O)c2ccc3ccccc3c2)c2ncccc12	-6%	-17%	u
COc1ccc2[nH]cc(CCNc3nc(-c4ccoc4)nc4ccccc34)c2c1	-9%	x	16µM*

(listing goes on)
molecule	GCN5L2 inh	FEN1 inh	N370S GC mod
O=C(NCCO)c1c(O)c2cccc3c2n(c1=O)CC3	-3%	-5%	-2%
N#Cc1ccc2c(c1)C[C@]1(CCCCN3C(=O)c4ccccc4C3=O)OC3=C(C(=O)OC4(CCCCC4)C3)C2O1	-9%[12.7 µM]	x	2%[12.8 µM]
COC(=O)c1ccc(C23CC4(C2)[C@H](CN(CC2CCCCC2)[C@@H]4c2ccccc2)C3c2ccc(Cl)nc2)cc1 (stereo partly specified)	18%	5%	-11%&-10%
Cc1ccc2oc(=O)c3cc(C(=O)NCCCN4C(C)CCCC4C)sc3c2c1 (stereo unspecified)	-4%	-9%	-27%
CCCCCCCOc1ccc(OC(=O)c2ccncc2)cc1	-6%	9%	1%
O=C(c1ccc2c(c1)OCO2)N1CCc2ccccc2C1	1%	-13%	-8%
O=C(Cn1nc(Cc2cccnc2)c2ccccc2c1=O)NCCCN1CCCC1=O	-3%	-8%	5%
COCCCn1c(SCC(=O)N2CCCC(C)C2)nnc1-c1ccco1 (stereo unspecified)	-2%	9%	15%
COCCNC(=O)c1ccc2c(c1)N=C(C)c1cc(C)ccc1S2	-6%	3%	x
CCOC(=O)c1ccc(N2CCN(c3cc(C)ccc3C)CC2)c(NC(=O)Nc2ccccc2)c1	-6%	-1%	x
CN(C)CCCn1c(-c2ccc(Cl)cc2)csc1=Nc1ccccc1	2%	-14%	x
Cc1ccc(CNC(=O)Cc2cn(C)c3ccccc23)cc1	u	2%	0%
O=C(NCc1ccccc1)C1CCC(=O)N(CCN2CCOCC2)C1 (stereo unspecified)	-2%	0%	-1%
COc1ccc(NC(=O)c2c(C)oc3ccc(O)c(CN4CCCC4)c23)cc1Cl	0%	-5%	x
Cn1c(/C(C#N)=C(\O)c2ccc([N+](=O)[O-])s2)nc2ccccc21	-6%	-4%	-6%
Cc1nc(N2CCN(Cc3ccccc3)CC2)nc2c1CCC2	-4%	9%	-18%
Cc1nc(Nc2ccc(Cl)cc2)c2nnn(Cc3ccccc3)c2n1	0%	-3%	0%
O=C(COC(=O)/C=C/c1cccc(Br)c1)NCc1cccs1	1%	-16%	x
COc1ccc2[nH]c(C(=O)N3CCC(Cc4ccccc4)CC3)cc2c1	-9%	-5%	-4%
CCOc1ccc(-c2n[nH]c(C(=O)NN)c2C)cc1	3%	-13%	-13%

(listing goes on)
molecule	GCN5L2 inh	FEN1 inh	N370S GC mod
O=C(Nc1ccccc1C(=O)N1CCCCC1)c1ccco1	-6%	13%	-1%
CCCC(=O)NCC1(N(C)C)CCCCC1	-8%	1%	x
O=C(CN1C(=O)NC2(CCCCCCC2)C1=O)Nc1ccc(Cl)cc1	-2%	-9%	x
O=C(O)c1ccc(Cn2cc(Cl)cn2)cc1	4%	8%	5%
CC(C)Oc1cccc(C(=O)C2CCCN(C(=O)c3cc(C4CC4)[nH]n3)C2)c1 (stereo unspecified)	-3%	-16%	1%
O=C1CSC(c2cccc([N+](=O)[O-])c2)N1C1CC2CCC1C2 (stereo unspecified)	-1%	3%	1%
COc1ccc(S(=O)(=O)NCCOc2cccc3cccnc23)cc1OC	12%	14%	-3%
CC1CC(C)CN(S(=O)(=O)c2ccc(Cl)cc2)C1 (stereo unspecified)	-3%	12%	3%
COc1ccc(NC(=O)COc2ncnc3ccccc23)cc1S(=O)(=O)N1CCOCC1	-5%	-5%	8%
C=CCOc1ccc(CN(C)Cc2nc3cc(C(F)(F)F)ccc3c(=O)[nH]2)cc1	-16%	3%	-6%
O=C(c1cc(C2CC2)on1)N1CCN(c2ccccc2)CC1	-16%	-10%	2%
CCOc1ccc(-n2nnc3c(=O)n(CC(=O)Nc4cc(C)on4)cnc32)cc1	u	13%	-3%
CCNc1nn2ccccc2c1/C=C(\C#N)C(=O)OCC	-1%	-22%	10%
CCS(=O)(=O)n1nc(-c2ccc(C)cc2)nc1N	-5%	-12%	7%
COC(=O)c1[nH]c2ccccc2c1NC(=O)C(C)N1CCOCC1 (stereo unspecified)	u	2%	0%
CCCCN(CC(=O)NC1CC1)S(=O)(=O)c1ccc(OCC)cc1	2%	-1%	x
CC(=O)Nc1cccc(NC(=O)CSc2nnnn2Cc2ccccc2)c1	-1%	0%	7%
CCOC(=O)c1nn(-c2ccc3c(c2)CCN3C(C)=O)cc1O	u	-2%	13%
OCCNCCO	-1%	0%	3%&-10%
O=C(c1ccc(NS(=O)(=O)c2cccc([N+](=O)[O-])c2)cc1)N1CCCCCC1	-1%	15%	-14%

Next part:
molecule	GCN5L2 inh	FEN1 inh	N370S GC mod
Cc1ccc2oc(-c3ccc(C)c(NC(=O)Cc4cccs4)c3)nc2c1	0%	12%	1%
CC(C)[C@@H]1CN=C(N)N1C[C@@H]1CCCN1C[C@H](C)N1C[C@@H](Cc2ccccc2)N(CCc2ccc(Cl)c(Cl)c2)C1=N	-1%	-4%	x
Cc1ccc(CNC(=O)C2CC(=O)N(C3CCCCCC3)C2)cc1 (stereo unspecified)	-8%	-3%	13%
CC(=O)c1cccc(NC(=O)c2sc(-n3nc(C)c(CCC(C)C)c3C)nc2C)c1	-2%	-14%	x
COc1cccc(COC(=O)Cc2ccc(S(=O)(=O)N3CCOCC3)s2)c1OC	0%	0%	x
CC(=O)c1ccc(NC(=O)C(C)Nc2ccc(Cl)cc2)cc1 (stereo unspecified)	-12%	-3%	-6%
Cc1cc(O)c(CN2CCN(c3ccc(F)cc3)CC2)c2oc(=O)cc(C)c12	u	-12%	x
O=C(NCCCN1CCN(c2cccc(Cl)c2)CC1)Nc1ccccc1C(F)(F)F	-2%	7%	x
COc1ccccc1N(CC(=O)NC(C)(C)C)S(=O)(=O)c1cccs1	-6%	4%	u
CSc1nc(C)c(CCOC(=O)c2ccccc2)c(=O)[nH]1	-1%	6%	2%
O=C(O)/C=C/C(=O)Nc1ccc(N2CCOCC2)nc1N1CCOCC1	-9%	-3%	2%
CC1(C)C[C@H](O)[C@]2(CO)CC[C@]3(C)C(=CCC4[C@@]5(C)CC[C@H](O)C(C)(C)C5CC[C@]43C)[C@@H]2C1 (stereo partly specified)	-19%	-1%	1%
S=c1nc(-c2ccco2)[nH][nH]1	u	3%	0%
Cn1c(C(=O)NN)cc2cc(Oc3ccccc3)ccc21	-1%	-5%	-1%
N#CC1=C2SCN(C3CCCCC3)CN2C(=O)CC1c1c(F)cccc1Cl (stereo unspecified)	-20%	u	x
CCc1cccc(NC(=O)CCNS(=O)(=O)c2cc(Br)cnc2N)c1	-7%	-10%	-17%
O=C(Cc1ccc([N+](=O)[O-])cc1)NC(C(=O)O)C(O)c1cccc([N+](=O)[O-])c1 (stereo unspecified)	1%	0%	-3%
CCOc1ccc2nc(/N=C/c3c(C)[nH]n(-c4ccccc4)c3=O)sc2c1	-4%	-5%	3%
Oc1ccc(/C=N/Nc2ccnc3cc(Cl)ccc23)c(O)c1	-29%	-23%	-3%
Cc1cc(OCCCCN2C(=O)NC(C)(C)C2=O)cc(C)c1Cl	-3%[0.501 µM]	-6%	-1%
CCC(C)n1c(=N)c(C(=O)NC2CCCCC2)cc2c(=O)n3cc(C)ccc3nc21 (stereo unspecified)	6%	17%	x
Cc1nn(-c2cc(N3CCCCC3)ccc2N)c(=O)c2ccccc12	-3%	-1%	5%

By substructure, the entries above containing a nitro group on carbon
molecule	GCN5L2 inh	FEN1 inh	N370S GC mod
COc1ccc([N+](=O)[O-])cc1NC(=O)CSc1ccccc1	-5%	-5%	12%
NC(=O)c1cc([N+](=O)[O-])cc2c1C=Cc1ccccc1O2	2%	-1%	-9%
Cn1c(/C(C#N)=C(\O)c2ccc([N+](=O)[O-])s2)nc2ccccc21	-6%	-4%	-6%
O=C1CSC(c2cccc([N+](=O)[O-])c2)N1C1CC2CCC1C2 (stereo unspecified)	-1%	3%	1%
O=C(c1ccc(NS(=O)(=O)c2cccc([N+](=O)[O-])c2)cc1)N1CCCCCC1	-1%	15%	-14%
O=C(Cc1ccc([N+](=O)[O-])cc1)NC(C(=O)O)C(O)c1cccc([N+](=O)[O-])c1 (stereo unspecified)	1%	0%	-3%
